High-throughput results as filed in PubChem.
VLA-4 inh: inhibition in a human VLA-4 binding assay; P13612; AID 2557; actives 0.2% (n = 330,000); VLA-4 expressing cells, ligand binding flow cytometry; inhibition, % (about 7 µM as worked out from the volumes in the protocol); in the data active means inhibition above about 50%
Target sequence (P13612 whole entry, looked up): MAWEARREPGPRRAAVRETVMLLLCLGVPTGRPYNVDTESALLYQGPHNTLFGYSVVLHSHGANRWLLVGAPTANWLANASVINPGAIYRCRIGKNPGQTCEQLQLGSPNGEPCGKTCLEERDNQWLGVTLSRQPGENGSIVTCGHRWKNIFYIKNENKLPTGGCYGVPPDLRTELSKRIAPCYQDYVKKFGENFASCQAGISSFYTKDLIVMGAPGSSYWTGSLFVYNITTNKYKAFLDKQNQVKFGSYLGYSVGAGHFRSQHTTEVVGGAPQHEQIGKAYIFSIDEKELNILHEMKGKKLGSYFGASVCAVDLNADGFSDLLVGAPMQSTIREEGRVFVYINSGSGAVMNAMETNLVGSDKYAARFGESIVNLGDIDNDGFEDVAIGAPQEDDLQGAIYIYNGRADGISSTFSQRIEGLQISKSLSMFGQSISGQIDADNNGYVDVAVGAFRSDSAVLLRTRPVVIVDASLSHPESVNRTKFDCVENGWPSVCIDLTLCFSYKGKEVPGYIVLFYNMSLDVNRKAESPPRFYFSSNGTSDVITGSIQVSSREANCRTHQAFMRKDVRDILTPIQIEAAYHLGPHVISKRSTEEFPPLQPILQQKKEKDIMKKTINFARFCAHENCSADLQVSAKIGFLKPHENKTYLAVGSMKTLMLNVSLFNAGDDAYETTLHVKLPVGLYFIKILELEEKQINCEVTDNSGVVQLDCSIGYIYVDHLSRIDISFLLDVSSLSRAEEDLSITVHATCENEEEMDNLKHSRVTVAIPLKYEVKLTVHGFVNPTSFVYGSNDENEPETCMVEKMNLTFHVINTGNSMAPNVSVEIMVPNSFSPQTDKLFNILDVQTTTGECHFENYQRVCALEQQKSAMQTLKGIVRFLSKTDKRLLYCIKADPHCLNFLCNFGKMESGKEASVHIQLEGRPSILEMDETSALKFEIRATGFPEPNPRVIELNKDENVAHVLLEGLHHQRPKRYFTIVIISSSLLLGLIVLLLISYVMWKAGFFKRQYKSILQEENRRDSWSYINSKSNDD
RPL19A TOR yeast: alters RPL19A-GFP fluorescence in TOR pathway yeast screen. S. cerevisiae RPL19A-GFP strain, flow cytometry, 3 h; hits give low values. percent response vs DMSO, % at 10 µM. actives 0.3% (n = 330,000). AID 2025;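 active means percent response vs DMSO below 50%; inconclusive means fewer than 70 events counted for the yeast strain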;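 further: median channel GFP fluorescence of the barcoded RPL19A-GFP strain; ratio of sample median GFP to plate DMSO average so 100% = DMSO; lower means less RPL19A-GFP as with rapamycin TOR inhibition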
CIT2-GFP yeast: yeast TOR pathway CIT2-GFP modulation. S. cerevisiae CIT2-GFP strain, flow cytometry, 3 h; 100 means same as DMSO wells. GFP response vs DMSO, % at 10 µM. actives 0.065% (n = 320,000);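 active means GFP response relative to DMSO above a set limit, near the screen mean plus 3 SD, cut at about 150% in these data; inconclusive means Fewer than 70 cells measured for a yeast strain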;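 further: ratio of well median GFP fluorescence to mean of DMSO wells on the plate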
GRK2 inh: inhibitors of human GRK2 displacing RNA aptamer; inhibition of aptamer binding, % at 10 µM; actives 0.59% (n = 330,000); P25098; bead flow cytometry, FAM-aptamer displacement from GRK2;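 active means inhibition of aptamer binding above 40%, roughly 3 SD of noise, on plates passing a quality check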;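 further: median bead fluorescence of bound FAM aptamer so fluorescent compounds give negative values; no value below 0 was filed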
JMJD2C inh: human JMJD2C demethylase inhibition; Q9H3R0; actives 0.069% (n = 330,000); AID 2099; GST-JMJD2C(1-420) H3K9me3 demethylation, DELFIA europium; inhibition, % at 2.35 µM;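 active means more than half of a compound's replicate wells show inhibition beyond 50%, single wells judged on their own value; inconclusive means some, but no more than half, of replicates pass 50% inhibition; inactive means no replicate passes 50% inhibition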;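 further: signal counts dimethyl H3K9 product captured on neutravidin plate; 0% = median of DMSO wells and 100% = 0.3 times that DMSO median; strong numbers were not always called active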
LAP4 TOR yeast: yeast TOR pathway LAP4-GFP modulation | AID 2023 | GFP response vs DMSO, % at 10 µM | actives 0.34% (n = 320,000) | S. cerevisiae LAP4-GFP multiplex, flow cytometry GFP, 3 h; median GFP as percent of DMSO wells;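 active means GFP response vs DMSO above a set limit, about the screen mean plus 3 SD, cut at about 150% in these data; inconclusive means under 70 cell events counted for the yeast strain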
MEP2-GFP yeast: yeast TOR pathway MEP2-GFP modulation | S. cerevisiae MEP2-GFP strain, flow cytometry GFP, 3 h; 100% = DMSO control level | AID 2016 | GFP response vs DMSO, % at 10 µM | actives 0.51% (n = 330,000);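 active means GFP response versus DMSO above a set limit, roughly screen mean plus 3 SD, cut at about 180% in these data; inconclusive means fewer than 70 cells counted for a yeast strain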;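 further: median GFP fluorescence of the barcode-gated MEP2-GFP cells per well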
AGP1-GFP MLPCN: yeast TOR pathway AGP1-GFP modulation. S. cerevisiae AGP1-GFP multiplex flow cytometry, 3 h; GFP as percent of DMSO wells. GFP response vs DMSO, % at 10 µM. actives 0.02% (n = 320,000). AID 2066;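 active means GFP response relative to DMSO above a set limit, near screen average plus 3 SD, cut at about 150% in these data; inconclusive means fewer than 70 cells counted for the yeast strain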;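 further: median GFP channel fluorescence of the gated AGP1 strain per well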
The depositor's hits bear a star; u = inconclusive; x = not tested or not shown; & = joins results of further samples; [ ] = remark or other dose.

SMILES | VLA-4 inh | RPL19A TOR yeast | CIT2-GFP yeast | GRK2 inh | JMJD2C inh | LAP4 TOR yeast | MEP2-GFP yeast | AGP1-GFP MLPCN
CC(C)(C)NC(=O)N1CCN(S(=O)(=O)c2ccc3c(c2)CCC3)CC1 | 1 | 94 | 94 | 0 | 6 | 92 | 95 | 94
O=C(Nc1ccc(Cl)cn1)C1C(c2ccccc2)C1(Cl)Cl (centres undefined) | -11 | 92 | 88 | 0 | 1 | 114 | 96 | 103
CCCCc1nc2cc(C(=O)N3CCCCC3COC)ccc2o1 (centres undefined) | 1 | 109 | 103 | 0 | 4 | 82 | 102 | 94
O=C(c1ccc(Br)o1)N1CC=C(c2ccccc2)CC1 | 2 | 93 | 93 | 0 | 5 | 105 | 98 | 91
Nc1nc(SCC(=O)NCc2ccc3c(c2)OCO3)n[nH]1 | -5 | 98 | 105 | 0 | 7 | 105 | 105 | 109
O=C(OC1CCOC1=O)c1ccc(S(=O)(=O)N2CCCCCC2)cc1 (centres undefined) | 4 | 63[may fluoresce violet] | u | 2 | 2 | 74[may fluoresce violet] | 178*[may fluoresce violet] | u
COc1ccc(-c2csc(N(CCCN(C)C)C(=O)c3ccc(C(C)(C)C)cc3)n2)cc1 | 2 | 105 | 103 | 0 | 3 | 99 | 106 | 100
O=C(OCc1nc2ccccc2s1)c1ccc([N+](=O)[O-])o1 | 3 | 100 | 103 | 4 | 0 | 104 | 102 | 100
Cc1cccc(C)c1NC(=O)C(c1ccccc1)N1CC(=O)Nc2ccccc21 (centres undefined) | 14 | 97 | 96 | 0 | -12 | 91 | 97 | 90
CCOCCCNC(=O)c1ccc(Cn2c(=S)[nH]c3c([nH]c4ccc(OC)cc43)c2=O)cc1 | -13 | 92 | 103 | 0 | 0 | 101 | 96 | 102
CCCC(O)(c1ccc(Cl)cc1)C(CN1CCOCC1)c1ccccc1 (centres undefined) | -28 | 94 | 95 | 1 | 1 | 95 | 107 | 97
COc1ccc(Cc2nc3ccc(C(=O)NCC4COCCO4)cc3o2)cc1OC (centres undefined) | -4 | 106 | 107 | 0 | -9 | 91 | 104 | 102
COC(=O)C1N[C@@H]([C@@H](NC(=O)COc2ccccc2)C(=O)Nc2ccc(OC)cc2)SC1(C)C (some centres undefined) | 5 | 100 | 97 | 0 | -3 | 122 | 98 | 86
O=C(NNC(=O)c1cccnc1)Nc1ccccc1 | -8 | 96 | 99 | 0 | 7 | 91 | 102 | 102
CCc1nnc2n1N=C(c1ccc(Cl)cc1Cl)CS2 | 9 | 98 | 99 | 1 | 0 | 86 | 100 | 91
CN(CC(=O)Nc1cccc(F)c1)C(=O)c1cc2c(s1)CCCCC2 | 18 | 95 | 89 | 0 | 0 | 115 | 107 | 99
CC(=O)Nc1ccc(-c2nc3ccccc3c(=O)o2)cc1 | 1 | 99 | 92 | 2 | -21 | 98 | 94 | 96
COCCNC(=O)c1snc2ccc(Cl)cc12 | -4 | 102 | 101 | 0 | 2 | 103 | 107 | 103
Cc1ccc(C(=O)NCCCNC(=O)c2ccc(C)nc2)cc1 | -4 | 101 | 99 | 0 | -6 | 91 | 104 | 98
CCOC(=O)C1(Cc2ccccc2)CCCN(Cc2ccccn2)C1 (centres undefined) | 1 | 105 | 106 | 29 | 10 | 93 | 101 | 95
Cc1cc(-c2ccc(Cl)s2)n[nH]1 | 6 | 97 | 83 | 1 | -1 | 87 | 97 | 93
CCOCC(=O)Nc1cc(-c2cn3cccnc3n2)ccc1C | 2 | 94 | 99 | 1 | 6 | 96 | 107 | 92
CCc1ccc(C(=O)COC(=O)C(Cc2ccccc2)NC(=O)c2ccc(Cl)cc2)cc1 (centres undefined) | -1 | 99 | 83 | 0 | -3 | 94 | 97 | 102
CC(C)=CCN1CCN(C/C(Cl)=C/c2ccccc2)CC1CCO (centres undefined) | -2 | 95 | 97 | 2 | 1 | 96 | 92 | 96
CCOc1ccccc1N1CCN(C(=O)CNC(=O)c2ccccc2F)CC1 | 9 | 105 | 103 | 3 | 4 | 120 | 114 | 102
COc1ccc2nc(SCC(=O)Nc3ccc(S(=O)(=O)Nc4nccc(C)n4)cc3)[nH]c2c1 | 13 | 99 | 106 | 4 | -7 | 83 | 105 | 92
COC(=O)c1ccc([N+](=O)[O-])c(CS(=O)(=O)c2ccc(Cl)cc2)c1 | -8 | 101 | 104 | 0 | -3 | 98 | 97 | 102
O=C(c1ccc(F)cc1)C(C(=O)N1CCCCC1)n1ccccc1=O (centres undefined) | 11 | 99 | 96 | 0 | 6 | 98 | 91 | 100
CC(C(=O)OCC(=O)NC1CCCC1)N1C(=O)c2ccccc2C1=O (centres undefined) | -1 | 99 | 103 | 0 | -5 | 93 | 96 | 97
CC(NS(=O)(=O)c1ccc2c(c1)CC(C)N2C(=O)C1CC1)c1ccccc1 (centres undefined) | 12 | 98 | 97 | 1 | 5 | 97 | 99 | 97

An excerpt from above in order of the CIT2-GFP yeast value, ascending.
SMILES | VLA-4 inh | RPL19A TOR yeast | CIT2-GFP yeast | GRK2 inh | JMJD2C inh | LAP4 TOR yeast | MEP2-GFP yeast | AGP1-GFP MLPCN
CCc1ccc(C(=O)COC(=O)C(Cc2ccccc2)NC(=O)c2ccc(Cl)cc2)cc1 (centres undefined) | -1 | 99 | 83 | 0 | -3 | 94 | 97 | 102
O=C(c1ccc(F)cc1)C(C(=O)N1CCCCC1)n1ccccc1=O (centres undefined) | 11 | 99 | 96 | 0 | 6 | 98 | 91 | 100
CC(NS(=O)(=O)c1ccc2c(c1)CC(C)N2C(=O)C1CC1)c1ccccc1 (centres undefined) | 12 | 98 | 97 | 1 | 5 | 97 | 99 | 97
CCOc1ccccc1N1CCN(C(=O)CNC(=O)c2ccccc2F)CC1 | 9 | 105 | 103 | 3 | 4 | 120 | 114 | 102
COC(=O)c1ccc([N+](=O)[O-])c(CS(=O)(=O)c2ccc(Cl)cc2)c1 | -8 | 101 | 104 | 0 | -3 | 98 | 97 | 102
COc1ccc2nc(SCC(=O)Nc3ccc(S(=O)(=O)Nc4nccc(C)n4)cc3)[nH]c2c1 | 13 | 99 | 106 | 4 | -7 | 83 | 105 | 92

Further structures follow.
SMILES | VLA-4 inh | RPL19A TOR yeast | CIT2-GFP yeast | GRK2 inh | JMJD2C inh | LAP4 TOR yeast | MEP2-GFP yeast | AGP1-GFP MLPCN
Cc1n[nH]c(C)c1CN(C)C(=O)C1CCC(=O)N(CCc2cccc(F)c2)C1 (centres undefined) | 6 | 98 | 95 | 0 | -10 | 88 | 97 | 96
Nc1c(S(=O)(=O)c2ccccc2)nnn1-c1ccccc1 | 3 | 105 | 104 | 0 | -1 | 100 | 102 | 109
C/C(Cn1nc([N+](=O)[O-])cc1C)=N\NC(=O)c1ccc(C(C)(C)C)cc1 | 0 | 106 | 97 | 0 | -12 | 105 | 102 | 105
CCC(C(=O)N1CCC(N2CCCCC2)CC1)n1nc(C)c2sc3ccccc3c2c1=O (centres undefined) | 4 | 105 | 100 | 0 | -3 | 113 | 111 | 109
Nc1cc(C(F)(F)F)cc([N+](=O)[O-])c1N | 27 | 102 | 98 | 1 | -5 | 94 | 104 | 99
Cc1ccc2nc(NC(=O)CN3C(=O)NC4(CCCC4)C3=O)sc2c1 | 24 | 94 | 98 | 1 | -12 | 113 | 101 | 101
COc1cc(NC(=O)Cn2c(-c3cncs3)nc3ccccc32)cc(OC)c1OC | 24 | 102 | 99 | 0 | 8 | 100 | 96 | 101
O=C(Cn1cc2c(n1)CCCC2)N1CCOCC1 | 13 | 101 | 97 | 0 | -11 | 104 | 116 | 102
C[C@H](CO)N1C[C@H](C)[C@@H](CN(C)C(=O)Nc2ccc(C(F)(F)F)cc2)Oc2ccc(NC(=O)Cc3ccccc3)cc2C1=O | 1 | 96 | 87 | 0 | 1 | 88 | 90 | 85
C=CCn1c(C)cc(C(=O)CSc2nc(N)cc(N)n2)c1C | 23 | 100 | 101 | 0 | -8 | 96 | 102 | 102
CN(C)CCCN(C(=O)CCc1ccccc1)c1nc2ccc(Br)cc2s1 | 16 | 97 | 112 | 0 | -20 | 110 | 99 | 105
O=C1C(Cc2c[nH]c3ccccc23)NC(=S)N1Cc1ccccc1 (centres undefined) | -2 | 103 | 102 | 0 | -5 | 99 | 102 | 101
Cc1ccccc1CSc1nnc(CCCCCNC(=O)OC(C)(C)C)o1 | 2 | 85 | 109 | 0 | 2 | 127 | 111 | 106
Cc1ccc(S(=O)(=O)N2CCC(C(=O)N[C@H](C(=O)NCC3CCCO3)C(C)C)CC2)cc1 (some centres undefined) | 9 | 101 | 89 | 0 | -2&-2 | 95 | 87 | 100
Cc1[nH]c(=O)c(C#N)cc1-c1ccncc1 | 21 | 99 | 93 | 0 | -1 | 102 | 93 | 96
COc1cccc(NC(=O)c2ccncc2)c1 | -2 | 97 | 85 | 0 | 8 | 98 | 96 | 98
CCOC(=O)C1=C(COC(=O)[C@H](C)NS(=O)(=O)c2ccc(NC(C)=O)cc2)NC(=O)NC1C (some centres undefined) | -2 | 99 | 93 | 0 | 7 | 96 | 103 | 100
Cc1ccccc1CC(=O)N1CCCC1 | -6 | 98 | 97 | 1 | 28 | 91 | 95 | 96
O=S(=O)(c1ccc(OC(F)(F)F)cc1)N1CCCC(c2ccccc2)C1 (centres undefined) | 16 | 101 | 99 | 5 | -4 | 96 | 105 | 100
Cc1cc(C)n2nc(-c3ccc(F)cc3)nc2n1 | 13 | 97 | 105 | 0 | -3 | 102 | 100 | 98
O=C(NCc1ccco1)C1CCCCN1S(=O)(=O)c1ccc(F)cc1 (centres undefined) | 8 | 101 | 94 | 0 | 1 | 102 | 108 | 99
COC(=O)c1ccc(NC(=O)Cn2c([N+](=O)[O-])cnc2C)cc1 | -16 | 96 | 100 | 4 | -1 | 95 | 101 | 97
CCN1CCN(c2nc3c(C)cccn3c(=O)c2/C=C(\C#N)C(=O)NC)CC1 | 4 | 84 | 86 | 3 | 4 | x | 90 | 91
CCOc1ccc(-c2nnc(-c3ccncc3)o2)cc1OCC | 1 | 105 | 95 | 0 | 7 | 92 | 92 | 88
CC(=O)OCC(=O)NCc1ccc2c(c1)OCO2 | -4 | 100 | 105 | 0 | 18 | 97 | 103 | 99

Copied from the list.
Under RPL19A TOR yeast, `CCN1CCN(c2nc3c(C)cccn3c(=O)c2/C=C(\C#N)C(=O)NC)CC1` shows 84
Under LAP4 TOR yeast, `CCOc1ccc(-c2nnc(-c3ccncc3)o2)cc1OCC` shows 92
Under CIT2-GFP yeast, `O=C(NCc1ccco1)C1CCCCN1S(=O)(=O)c1ccc(F)cc1` (centres undefined) shows 94
Under GRK2 inh, `COC(=O)c1ccc(NC(=O)Cn2c([N+](=O)[O-])cnc2C)cc1` shows 4
Under LAP4 TOR yeast, `CC(=O)OCC(=O)NCc1ccc2c(c1)OCO2` shows 97
